TRPN1 ag: zebrafish TRPN1 (NompC) channel agonism; HEK293 zebrafish TRPN1-YFP, Fluo-8 calcium fluorescence; 100% = response to 87 µM carbachol; activation, % at 3 µM; 0.18% of 220,000 active; AID 1424;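 active means activation above its plate's cutoff, the mean activation of test wells on that plate plus 3 SD, cut at about 19% in these data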;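 further: 0% = DMSO alone and 100% = 87 µM carbachol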
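Control set: carbachol 87 µM as high control, DMSO as low control; system: HEK293 stable line with zebrafish TRPN1-YFP; read-out: % activation versus carbachol response; detection: intracellular calcium fluorescence with Fluo-8; doses: single test compound dose, 3 µM nominal, 0.3% DMSO; schedule: dye 1 h 37 °C plus 30 min RT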
KCC2 mod: modulates chloride dependent transport by human KCC2. KCC2 cells, thallium flux FluoZin-2 fluorescence. B-score of Tl+ flux slope (higher = more flux/activation; lower = inhibition) at 10 µM. AID 1456. 2.2% of 190,000 active;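 active means thallium flux slope and its plate-corrected score both differing from the plate sample mean at a set confidence after two filtering rounds, in either direction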;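 further: slope of fluorescence scaled to starting intensity during 10 to 20 s after thallium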
TRPML3 agonist: human mucolipin-3 channel agonism; Q8TDD5; HEK293 TRPML3-YFP, Fluo-8 calcium fluorescence; 100% = the carbachol control signal; activation, % at 3 µM; 0.29% of 220,000 active; AID 1448;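 active means activation above its plate's cutoff, the mean activation of the plate's test wells plus 3 SD, cut at about 12% in these data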;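 further: 0% = DMSO only wells and 100% = carbachol wells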
Target sequence (Q8TDD5 whole entry, looked up): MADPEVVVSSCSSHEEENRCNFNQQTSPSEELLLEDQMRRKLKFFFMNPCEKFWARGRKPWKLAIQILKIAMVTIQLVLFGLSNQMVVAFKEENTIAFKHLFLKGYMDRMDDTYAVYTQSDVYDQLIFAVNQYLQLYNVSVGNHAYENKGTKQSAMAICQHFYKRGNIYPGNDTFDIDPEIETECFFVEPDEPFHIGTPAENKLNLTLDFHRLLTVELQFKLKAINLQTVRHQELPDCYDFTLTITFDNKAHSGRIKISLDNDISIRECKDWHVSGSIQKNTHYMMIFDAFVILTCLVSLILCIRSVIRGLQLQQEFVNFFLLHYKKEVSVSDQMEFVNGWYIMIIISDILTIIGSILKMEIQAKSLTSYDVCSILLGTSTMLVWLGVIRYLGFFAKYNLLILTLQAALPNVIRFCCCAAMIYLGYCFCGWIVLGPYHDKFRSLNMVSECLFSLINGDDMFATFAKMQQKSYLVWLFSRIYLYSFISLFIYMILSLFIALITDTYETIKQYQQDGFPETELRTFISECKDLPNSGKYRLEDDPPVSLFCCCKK
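Material: TRPML3-YFP stable HEK293 cells | Dosing: One concentration, 3 µM nominal, 0.3% DMSO | Timing: 125 s total fluorescence read per well | Technique: Fluo-8 calcium dye fluorescence, ex 470-495, em 515-575 nm | Measure: Percent activation from peak-to-basal fluorescence ratio, scaled between DMSO and carbachol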
EBV gp42 block: EBV gp42 inhibition | Q1HVG2 | Fluorescence polarization binding assay, mP read-out | inhibition, % (tested at 21.74 µM) | 0.42% of 220,000 active | AID 1085; in the data active means inhibition above about 50%
Target sequence (Q1HVG2 whole entry, looked up): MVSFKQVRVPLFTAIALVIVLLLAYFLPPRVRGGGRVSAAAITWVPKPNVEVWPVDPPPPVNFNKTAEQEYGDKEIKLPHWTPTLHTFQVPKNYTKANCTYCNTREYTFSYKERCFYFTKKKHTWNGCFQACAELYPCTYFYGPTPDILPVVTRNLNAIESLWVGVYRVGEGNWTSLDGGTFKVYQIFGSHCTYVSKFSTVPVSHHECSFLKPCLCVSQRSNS
Tb hexokinase: T. brucei hexokinase 1 inhibition. recombinant TbHK1, G6PDH-coupled NADH A340. inhibition, % at 10 µM. 0.11% of 220,000 active. AID 1430;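 active means inhibition of 50% or more in the single-dose primary screen; inactive means inhibition below 50%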
Furin inhibitor: blocks human furin protease activity | inhibition, % at 30 µM | AID 463115 | 0.061% of 220,000 active | purified furin, fluorogenic substrate cleavage | P09958; in the data active means inhibition above about 25%; further: inactives centre near -15
Calpain2 inh: inhibitors of pig calpain II | purified calpain II, fluorogenic peptide substrate, 30 min | inhibition, % at 16 µM | 0.37% of 220,000 active;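 active means inhibition above about 50%, limit read from the data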
PPC-1+TRAIL kill: compounds killing PPC-1 cancer cells with TRAIL present (potentiator screen, no TRAIL-free arm); PPC-1 cells + TRAIL, ATPLite viability luminescence; cell killing (% activity), % at 4 µM; 0.41% of 220,000 active; AID 1443;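 active means cell killing above 50% in the first pass at 4 µM, then a duplicate retest at 5 µM averaging 50% or more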;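 further: plate controls were cells with TRAIL plus DMSO for no effect and medium-only wells lacking cells for full effect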
Thrombin inh: inhibitors of human thrombin; 0.26% of 220,000 active; AID 1046; alpha-thrombin, Boc-VPR-AMC fluorogenic substrate cleavage; P00734; inhibition, % at 5 µM;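 active means inhibition at or above 40%; inactive means inhibition below 40%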;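 further: 0% = enzyme with no compound and 100% = wells without enzyme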
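Material: human alpha-thrombin protein. Incubation: reaction at ambient temperature. Technique: fluorescence of released AMC, ex 355 nm, em 460 nm. Control set: no-compound enzyme wells and no-enzyme blanks. Also added: Boc-VPR-AMC substrate, 15 µM final. Buffer or medium: pH 7.5 Tris (50 mM) with NaCl 150 mM, Tween 20 0.05%.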
* hit, by the source's call; nt = not tested or not shown; [ ] = another dose, or the depositor's remark.

1) Cc1oc(C(C)(C)C)cc1C(=O)N1CCN(c2ccc(C(F)(F)F)cn2)CC1
2) Cc1ccc(S(=O)(=O)NN2C(=O)/C(=C/c3cccn3C)SC2=S)cc1
3) O=CN1CCN(S(=O)(=O)c2ccc(Cl)c(C(=O)O)c2)CC1
4) COc1ccc(-n2cc(CNCCCn3ccnc3)c(-c3cccc(F)c3)n2)cc1
5) CC(C)CCNC(=O)c1c[nH]c2ccc(S(=O)(=O)N3CCC4(CC3)OCCO4)cc2c1=O
6) Cc1ccc(N2C(=O)/C(=C/c3cccnc3)SC2=S)cc1
7) CC(C)c1nnc(NC(=O)CCC(=O)N2CCN(C3c4ccccc4-c4ccccc43)CC2)s1
8) Cc1[nH]c2ccccc2c1C(C[N+](=O)[O-])c1cccs1 (centres undefined)
9) CC(C(=O)Nc1ncn[nH]1)N1C(=O)c2ccccc2C1=O (centres undefined)
10) O=C(NCc1cccnc1)c1ccc(Cn2c(=S)[nH]c3ccc(Br)cc3c2=O)cc1

screen / no. | 1 | 2 | 3 | 4 | 5 | 6 | 7 | 8 | 9 | 10
TRPN1 ag | 0.7 | 3.7 | 0.1 | 1.8 | -0.1 | -0.5 | 1.0 | -1.5 | 1.2 | 1.4
KCC2 mod | 0.1 | -0.88 | -0.5 | 1.9 | 0.085 | -1.3 | -0.42 | -0.094 | -0.14 | 2
TRPML3 agonist | 0.3 | 0.1 | 0.9 | 2.0 | 0.2 | 0.4 | -0.1 | -1.4 | 0.6 | -0.6
EBV gp42 block | -7 | -146 | -19 | -10 | 16 | -26 | 20 | 2 | -4 | 4
Tb hexokinase | 5 | 8 | 3 | 6 | 0 | 25 | -4 | -2 | 7 | -11
Furin inhibitor | -19 | -5 | -17 | -31 | -14 | -4 | -10 | -32 | -16[20 µM] | -14
Calpain2 inh | 8 | 19 | -4 | -55 | -8 | -11 | -13 | 5 | 15 | -46
PPC-1+TRAIL kill | -18 | 1 | -3 | 12 | 36 | 39 | 23 | -10 | 21 | 20
Thrombin inh | 4 | 20 | -3 | -9 | 2 | 0 | 8 | -23 | 2 | -6

Retrieved by compound from above:
1) Cc1oc(C(C)(C)C)cc1C(=O)N1CCN(c2ccc(C(F)(F)F)cn2)CC1
4) COc1ccc(-n2cc(CNCCCn3ccnc3)c(-c3cccc(F)c3)n2)cc1

screen / no. | 1 | 4
TRPN1 ag | 0.7 | 1.8
KCC2 mod | 0.1 | 1.9
TRPML3 agonist | 0.3 | 2.0
EBV gp42 block | -7 | -10
Tb hexokinase | 5 | 6
Furin inhibitor | -19 | -31
Calpain2 inh | 8 | -55
PPC-1+TRAIL kill | -18 | 12
Thrombin inh | 4 | -9

The listing continues:
11) CN(C)CCOc1ccccc1C(C)(C)C
12) CCOC(=O)CCSCC(=O)N1N=C(c2cccs2)CC1c1ccc(C)cc1 (centres undefined)
13) Cc1nccc(-c2sc(-c3cccs3)nc2C)n1
14) CC(C)C(c1nnnn1C1CCCC1)N1CCN(c2ccccc2F)CC1 (centres undefined)
15) O=C(CSc1ccc(-c2cccc([N+](=O)[O-])c2)nn1)NC1CCCC1
16) COc1ccccc1NC(=O)COc1ccc(/C=N/NC(=O)CSCc2cc(C)cc(C)c2)cc1
17) COc1ncnc(OC)c1NC(=O)c1ccc(F)cc1
18) O=C(OCc1ccccc1)c1cccc(-c2nnn(Cc3ccccc3)n2)c1
19) CCOC(=O)C(NCCc1ccccc1F)(NC(C)=O)C(F)(F)F (centres undefined)
20) CCc1nnc(NC(=O)Cc2cc(OC)c(OC)c(OC)c2)s1

screen / no. | 11 | 12 | 13 | 14 | 15 | 16 | 17 | 18 | 19 | 20
TRPN1 ag | -0.7 | -0.9 | -2.3 | 0.1 | 0.5 | -0.3 | 1.7 | 0.6 | 1.2 | -1.2
KCC2 mod | nt | -0.98 | -0.6 | -1.3 | -0.7 | -0.11 | 0.055 | 0.88 | 0.55 | -0.46
TRPML3 agonist | 0.7 | -0.1 | 0.0 | -0.1 | 0.6 | 0.3 | 0.4 | 0.8 | 1.0 | -0.1
EBV gp42 block | -9 | -15 | -18 | 2 | 9 | 3 | -21 | 8 | 4 | -18
Tb hexokinase | 0 | 0 | -49 | 0 | 5 | 6 | -1 | 27 | 1 | -8
Furin inhibitor | -9[20 µM] | -24 | -95 | -25 | -8 | -6 | -27 | -17[20 µM] | -14 | -2
Calpain2 inh | -16 | 8 | -324 | 14 | 10 | -34 | 2 | 13 | -11 | 5
PPC-1+TRAIL kill | 26 | -14 | 1 | 5 | -29 | 15 | 10 | 7 | -6 | 24
Thrombin inh | 0 | 3 | -52 | 1 | -3 | -11 | 1 | -5 | -1 | nt

21) Cc1nc(N2CCN(C)CC2)c2c(C)c(C(=O)Nc3ccc(F)cc3)sc2n1
22) COc1cc(NC(=O)C(C)Oc2ccccc2)c(C(=O)O)cc1OC (centres undefined)
23) CN(C)c1ccc(C2C3=C(CCCC3=O)OC3=C2C(=O)CCC3)cc1
24) CCS(=O)(=O)c1ccc2oc(SCC(=O)NCCC3=CCCCC3)nc2c1
25) CN(C)S(=O)(=O)c1cccc(NC(=O)COC(=O)CCc2nc3ccccc3s2)c1
26) CC(OC(=O)Cn1c(C(F)(F)F)nc2ccccc21)C(N)=O (centres undefined)
27) COc1cccc(N2C(=O)C3CC=C(Cl)CC3C2=O)c1 (centres undefined)
28) Cc1cc(NC(=O)C(C)C)ncc1NC(=O)c1ccccn1
29) Cc1ccc(C2(c3noc(CN(C)CC4COCCO4)n3)CCCC2)cc1 (centres undefined)
30) CN(C(=O)/C(N=Nc1cccc(C(F)(F)F)c1)=C(\O)C(F)(F)F)c1ccccc1

screen / no. | 21 | 22 | 23 | 24 | 25 | 26 | 27 | 28 | 29 | 30
TRPN1 ag | 3.5 | -1.3 | -1.2 | 2.5 | 0.0 | -0.5 | -2.2 | 2.8 | -1.3 | 0.2
KCC2 mod | nt | -0.83 | 1.4 | -0.01 | -0.27 | -0.82 | 2.4 | 0.79 | -0.072 | nt
TRPML3 agonist | 0.3 | 0.4 | 1.0 | 1.1 | 1.3 | 0.9 | -0.3 | 0.7 | -0.6 | 1.6
EBV gp42 block | -8 | -8 | -4 | -8 | 7 | -6 | 0 | -4 | -9 | 2
Tb hexokinase | -33 | -2 | -4 | 5 | 7 | 3 | 0 | -6 | -1 | -5
Furin inhibitor | -6[20 µM] | -13[20 µM] | -21[20 µM] | -15 | -23[20 µM] | -8[20 µM] | -17[20 µM] | -12 | -26 | -13[20 µM]
Calpain2 inh | -4 | -68 | -6 | -15 | 14 | -11 | -8 | -10 | -8 | -56
PPC-1+TRAIL kill | 12 | -16 | 14 | 6 | 14 | 10 | 10 | 24 | 5 | 18
Thrombin inh | 0 | -7 | 2 | 3 | 9 | 0 | -4 | -4 | -5 | 3

31) Cc1ccc(C)n1-n1c(C)nc2scc(-c3cccs3)c2c1=O
32) O=c1cc(-c2ccc(O)c(O)c2)oc2cc(O)cc(O)c12
33) COC(/C=C/Nc1ccc(Cl)cc1)=C(C#N)C#N
34) O=C(CSc1nnnn1Cc1ccccc1)c1ccccc1F
35) COCCCNC(=O)C(C#N)c1nc2ccccc2nc1N1CCN(Cc2ccccc2)CC1 (centres undefined)
36) O=C(Nc1ccccc1-c1nnn(CC(=O)N2CCN(c3ccccc3)CC2)n1)c1cccs1
37) FC(F)(F)c1cccc(Nc2cc(-c3ccccc3)nc3ncnn23)c1
38) O=C(NCc1ccccc1)c1ccc2nc(-c3ccco3)c(-c3ccco3)nc2c1
39) CCOC(=O)c1[nH]c(C)c(C(=O)Nc2ccc(C)cc2C)c1C
40) CC(C)CCn1c2ccccc2c2cc(CC(N)=O)ccc21

screen / no. | 31 | 32 | 33 | 34 | 35 | 36 | 37 | 38 | 39 | 40
TRPN1 ag | -0.1 | nt | 0.2 | 0.0 | 1.6 | 0.4 | -0.2 | -0.5 | -0.2 | -2.4
KCC2 mod | 0.55 | -0.64 | 0.42 | -2.4 | 0.014 | nt | 1.7 | -0.47 | -0.03 | 0
TRPML3 agonist | -1.2 | nt | -0.1 | -0.5 | 0.2 | 0.0 | 0.7 | 0.4 | -0.8 | 0.1
EBV gp42 block | -12 | 8 | -11 | 10 | 2 | -6 | -5 | 2 | -8 | -7
Tb hexokinase | -1 | -13 | 6 | 1 | -8 | -7 | -20 | -4 | -2 | -14
Furin inhibitor | -18 | 0 | -21 | -25 | 11 | -15 | -14 | -4[20 µM] | -5 | -7
Calpain2 inh | 10 | 39 | 16 | 18 | -28 | -17 | -8 | -221 | 14 | -16
PPC-1+TRAIL kill | 1 | 15 | 0 | nt | -5 | -9 | -3 | -3 | 0 | 20
Thrombin inh | 3 | -7 | -8 | -8 | -8 | 0 | -4 | 5 | -1 | -2

41) O=C(CCC(=O)c1ccccc1)NCc1ccccc1
42) CC(=O)Nc1ccc(Oc2cnccn2)cc1
43) O=c1oc(-c2ccccc2NS(=O)(=O)c2ccc(F)cc2)nc2ccccc12
44) Nc1ccnn1Cc1cccs1
45) COc1ccc(F)cc1S(=O)(=O)Nc1ccc2c(c1)OCO2
46) CN(C)S(=O)(=O)c1ccc(Cl)c(C(=O)Nc2cccc([N+](=O)[O-])c2)c1
47) COc1ccc(CCNC(=O)/C(=C/c2cccnc2)NC(=O)c2ccccc2)cc1OC
48) O=C(C1=C[C@H](C2CCCCC2)C[C@H](OCc2ccc(CO)cc2)O1)N1CCN(Cc2ccccc2)CC1
49) O=[N+]([O-])c1c(NCCCO)cc(Sc2ccc(Cl)cc2)c2nonc12
50) CCC1CCCCN1C(=O)Nc1ccc(F)cc1 (centres undefined)
51) COc1cccc(OC)c1OCCOCCn1cnc2ccccc2c1=O
52) Cc1ccc(S(=O)(=O)n2nccc2-c2c(-c3ccc(Cl)cc3)noc2C)cc1
53) Cc1cc(NC(=O)CCCn2ccc([N+](=O)[O-])n2)n(Cc2ccc(F)cc2)n1

screen / no. | 41 | 42 | 43 | 44 | 45 | 46 | 47 | 48 | 49 | 50 | 51 | 52 | 53
TRPN1 ag | 2.1 | 0.1 | 1.8 | 1.4 | 0.6 | 3.6 | 0.8 | -0.5 | 3.1 | -0.8 | 1.0 | 1.0 | -0.6
KCC2 mod | nt | 1.4 | -0.54 | 2.1 | 0.55 | -1.9 | 0.17 | 0.069 | 0.0096 | nt | 0.049 | 0.49 | -0.43
TRPML3 agonist | -0.6 | -0.1 | 0.0 | 0.3 | 0.3 | 0.6 | 0.3 | 0.2 | 0.4 | 0.6 | 0.0 | 82* | 0.9
EBV gp42 block | -20 | -13 | 3 | -13 | -15 | 4 | -12 | -4 | -10 | -4 | 1 | -10 | -2
Tb hexokinase | 1 | -3 | -1 | -2 | 3 | -3 | -1 | -10 | -29 | 4 | -11 | -3 | -11
Furin inhibitor | -3 | -3 | -17 | -12 | 2[20 µM] | -26 | -34 | -26 | -24 | -1[20 µM] | -8[20 µM] | -16 | -16
Calpain2 inh | 19 | 2 | -4 | 20 | 2 | -3 | -31 | 14 | 16 | 1 | 6 | 4 | 1
PPC-1+TRAIL kill | 16 | -11 | 5 | 17 | 1 | 35 | -21 | 12 | 10 | 25 | -7 | 12 | 14
Thrombin inh | 1 | 0 | 26 | 22 | 2 | 1 | 5 | -4 | 0 | -1 | -2 | -5 | -3
